Screens deposited in PubChem by National Center for Advancing Translational Sciences (NCATS).
Vif-A3G inh – qHTS for Inhibitors of Vif-A3G Interactions: qHTS. 0.076% of 410,000 active. HeLa A3G-eYFP + Vif (tagged APOBEC3G with the HIV-1 protein that degrades it), YFP fluorescence, overnight. AID 602310, 2012. DNA dC->dU-editing enzyme APOBEC-3G (Homo sapiens), Q9HC16. Potency, µM (top dose mostly 46.1 µM), for inactives: at the highest dose activity, negative = active, actives largely listed as inhibitors;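 note: potency is the fitted concentration of half-maximal effect; % is set by controls: 0 for no effect and ±100 for the full control effect; nearly all actives have a fitted effect of over 60% in size; hits raise eYFP signal because A3G escapes Vif-driven loss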
Target sequence (Q9HC16 whole entry, looked up): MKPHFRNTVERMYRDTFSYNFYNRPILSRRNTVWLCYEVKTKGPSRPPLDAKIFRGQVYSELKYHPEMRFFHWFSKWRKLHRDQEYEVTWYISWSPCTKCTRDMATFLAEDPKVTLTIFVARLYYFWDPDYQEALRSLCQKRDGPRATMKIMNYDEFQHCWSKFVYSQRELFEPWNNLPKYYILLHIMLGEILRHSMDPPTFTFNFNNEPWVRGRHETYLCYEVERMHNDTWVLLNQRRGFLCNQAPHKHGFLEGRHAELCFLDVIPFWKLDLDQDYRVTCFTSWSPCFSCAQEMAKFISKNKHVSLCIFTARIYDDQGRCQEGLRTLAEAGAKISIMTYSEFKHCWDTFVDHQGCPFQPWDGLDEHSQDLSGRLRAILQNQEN
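HeLa cells stably expressing Vif and C-terminally eYFP-tagged A3G, seeded overnight at 37 deg C, then exposed to compound by pintool overnight at 37 deg C. Rise in yellow fluorescence (Ex 488/Em 500-530, Acumen) marks blocked Vif-driven A3G degradation.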
Vif-APOBEC3F blk – qHTS for Inhibitors of Vif-A3F Interactions: qHTS. HeLa A3F-eYFP + Vif (tagged APOBEC3F with the HIV-1 protein that degrades it), YFP fluorescence increase. Potency, µM (top dose mostly 46.1 µM), inactives show top-dose activity, negative = active. 0.2% of 390,000 active; note: potency is the fitted concentration of half-maximal effect; % of control where 0% means no effect; nearly all actives have a fitted effect of over 65% in size
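HeLa cells stably expressing A3F-eYFP plus Vif, plated and incubated overnight at 37 deg C, then exposed to compounds overnight at 37 deg C. Blocked degradation read as raised yellow fluorescence (Ex 488/Em 500-530).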
D1 antag – Antagonist of Human D 1 Dopamine Receptor: qHTS; HEK293 TREx D1 cells, calcium flux, dopamine EC80; active compounds read low; activity change, negative = inhibition, % at 10 µM; 3.2% of 360,000 active; AID 504652, 2011; in the data active = activity change below about -30%; note: % is set by controls: 0 for no effect and ±100 for the full control effect
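Antagonism measured as reduced calcium response to an EC80 dopamine addition following 180 s compound pre-read; cells were inducible HEK293 Trex D1 plated overnight at 30 C, read kinetically at 1 cycle/sec.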
RXFP1 antag – qHTS Assay for Antagonists of the Relaxin Receptor RXFP1; Relaxin receptor 1 (Homo sapiens), Q9HBX9; activity change, negative = inhibition, % at 57.5 µM; 0.59% of 350,000 active; HEK293-RXFP1, relaxin-stimulated cAMP HTRF, 30 min; active compounds read low;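 active = activity change of -60% or lower, but not beyond a set lower limit; inconclusive = change between -60% and -40%, or beyond the set limit; inactive = change above -40%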; note: % is set by controls: 0 for no effect and ±100 for the full control effect
Target sequence (Q9HBX9 whole entry, looked up): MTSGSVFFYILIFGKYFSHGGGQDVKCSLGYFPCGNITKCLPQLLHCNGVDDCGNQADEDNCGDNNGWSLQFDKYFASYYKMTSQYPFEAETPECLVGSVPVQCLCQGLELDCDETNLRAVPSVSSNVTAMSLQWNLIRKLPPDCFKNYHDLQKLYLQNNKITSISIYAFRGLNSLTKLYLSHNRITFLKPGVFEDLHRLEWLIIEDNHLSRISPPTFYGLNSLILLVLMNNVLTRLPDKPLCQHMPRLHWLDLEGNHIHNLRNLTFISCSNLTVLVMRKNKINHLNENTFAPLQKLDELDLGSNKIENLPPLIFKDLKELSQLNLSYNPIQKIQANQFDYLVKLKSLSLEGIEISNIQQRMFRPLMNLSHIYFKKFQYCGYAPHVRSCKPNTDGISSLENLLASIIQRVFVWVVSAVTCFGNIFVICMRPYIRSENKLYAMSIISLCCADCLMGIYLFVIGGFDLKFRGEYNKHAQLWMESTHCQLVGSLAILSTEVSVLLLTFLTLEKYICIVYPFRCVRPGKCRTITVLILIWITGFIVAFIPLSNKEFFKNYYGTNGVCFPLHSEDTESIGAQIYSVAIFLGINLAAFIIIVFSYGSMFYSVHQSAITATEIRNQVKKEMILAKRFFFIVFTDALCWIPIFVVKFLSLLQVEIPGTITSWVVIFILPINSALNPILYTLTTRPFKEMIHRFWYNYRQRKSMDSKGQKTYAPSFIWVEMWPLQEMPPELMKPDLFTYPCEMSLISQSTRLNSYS
D1 potentiator – Potentiators of Human D1 Dopamine Receptor: qHTS. D(1A) dopamine receptor (Homo sapiens), P21728. HEK293 TREx D1 cells, calcium flux, dopamine EC20 potentiation. potentiation, % at 10 µM. 0.036% of 360,000 active; in the data active = potentiation above about 30%; note: 0% is about no effect
D2 PAM – HTS Assay for Positive Allosteric Modulators of the Human D2 Dopamine Receptor: Primary Screen for Potentiators; D(2) dopamine receptor (Homo sapiens), P14416; HEK293 T-REx D2, calcium flux, EC20 dopamine potentiation; potentiation, % at 10 µM; 0.34% of 340,000 active; AID 485347, 2010;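 active = potentiation over 3 SD above the plate norm, cut at about 30% in these data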; note: 0% is about no effect
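Tetracycline-induced Hek293 Trex D2 cells, force-coupled to calcium, loaded with no-wash calcium dye. Compound added with 180 s kinetic read for agonism, then EC20 dopamine and a further 180 s read for potentiation.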
D1 ag – Allosteric Agonists of the Human D1 Dopamine Receptor: qHTS. 1% of 360,000 active. HEK293 T-REx D1 cells, calcium flux, agonist mode. AID 504660, 2011. activation, % at 2 µM. D(1A) dopamine receptor (Homo sapiens), P21728; in the data active = activation above about 30%; note: 0% is about no effect
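Tetracycline-induced HEK293 TREx D1 cells, force-coupled to calcium signalling, were dye-loaded with a no-wash calcium kit. Compound was pin-added after a 10 s baseline. Fluorescence was read kinetically at 1 cycle/s for 180 s, with calcium rises flagged as agonism.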
RXFP1 ag – qHTS Assay for Agonists of the Relaxin Receptor RXFP1; 0.3% of 370,000 active; HEK293T-RXFP1 cAMP TR-FRET, 30 min; response scale: percent of porcine relaxin response, buffer zero; Potency, µM (top dose mostly 57.5 µM), for the others: at the top dose activation, hits mostly activators; Relaxin receptor 1 (Homo sapiens), Q9HBX9; note: potency is the fitted concentration of half-maximal effect; % is set by controls: 0 for no effect and ±100 for the full control effect; nearly all actives have a fitted effect of over 60% in size; many of its hits are not listed in these tables
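HEK293 cells stably expressing RXFP1, treated 30 min at 37C with compounds plus PDE4 inhibitor Ro 20174; cAMP measured by HTRF TR-FRET. Normalized to buffer and 29 nM porcine relaxin; EC50 by Hill fit.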
GRP78 ERSR act – qHTS for Inducers of the Endoplasmic Reticulum Stress Response (ERSR) in Human Glioma: qHTS | U87-MG GRP78 promoter luciferase reporter, 16 h | Potency, µM, for the others: top-dose activation, actives largely listed as activators | 0.02% of 420,000 active; note: potency is the fitted concentration of half-maximal effect; series mostly up to about 76 µM; % of control where 0% means no effect; nearly all actives have a fitted effect of over 35% in size
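Stably transfected U87-MG glioma cells carrying a GRP78-based luciferase sensor; 16 h compound incubation. Luminescence end-point read 10 min after Bright-Glo addition at room temperature.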
Starred values were filed as active, the others as inactive; u = inconclusive; x = not tested or not shown. Unless noted, calls come from the whole dose curve; as a rule, active = well fitted curve in the direction sought with a large enough effect; inconclusive = small, poorly fitted or top-dose-only effect, or another doubt; inactive = no such curve, though single readings can be large; an effect the other way counts as inactive or inconclusive.

SMILES | Vif-A3G inh | Vif-APOBEC3F blk | D1 antag | RXFP1 antag | D1 potentiator | D2 PAM | D1 ag | RXFP1 ag | GRP78 ERSR act
CCc1cccc(NC(=O)C2CCC(CNS(=O)(=O)c3csc(C(N)=O)c3)CC2)c1 (configuration not stated) | 6% | -14% | 3 | x | 2 | -1 | 4 | -1.5% | -1%
CC1(C)NC(=O)NC2(C)NC(=O)NC(C)(C)C12 (configuration not stated) | 2% | -7% | 3 | 5 | -1 | 0 | 3 | 0.2% | -6%
C(=N\Nc1nc(N2CCCCCC2)nc(N2CCCCCC2)n1)/c1ccccc1 | 1% | 0% | 23 | -12 | 0 | x | 3 | 1.0% | 0%
CCCCCCN(C(=O)CCCCCN1C(=O)NC(c2ccc(C3CCCCC3)cc2)C(C(=O)OCc2ccccc2)=C1C)C(C(=O)NCCCC)c1ccc(OCC(=O)OC)c(C(=O)OC)c1 (configuration not stated) | x | x | 9 | x | 2 | -5 | 14 | 0.3% | x
CC(C)c1ccc(NC(=O)CSC2=Nc3ccccc3C3=NC(CCC(=O)NCc4ccc(F)cc4)C(=O)N23)cc1 (configuration not stated) | -7% | 3% | 15 | -14 | 4 | 6 | 4 | -0.5% | -1%
CCOC(=O)c1ccoc1CSCC(=O)N1CCN(S(=O)(=O)c2ccc(C)cc2)CC1 | 2% | -3% | 31 | 5 | -4 | -13 | 1 | 2.5% | -2%
CC1CCc2nc(NCCO)nc(C(F)(F)F)c2C1 (configuration not stated) | 1% | 1% | -8 | -2 | 13 | 5 | 0 | -0.5% | 0%
CN(CC(=O)Nc1ccc(Cl)c(C(F)(F)F)c1)C(=O)CC1Sc2ccccc2NC1=O (configuration not stated) | -7% | 13% | -9 | -18 | -11 | x | 4 | 0.2% | -5%
CCOC(=O)c1c(C)[nH]c(C(=O)CSc2ccccc2)c1C | -3% | 3% | -6 | -24 | -3 | 10 | 10 | -1.1% | -14%
CC1(C)Cc2nc3sc(C(=O)O)c(N)c3cc2CS1 | x | x | -16 | x | 2 | 4 | 1 | 3.0% | x
CC(C)C(NC(=O)/C=C/c1cccc([N+](=O)[O-])c1)C(C)C | 0% | 5% | -2 | 0 | -2 | -1 | -2 | 3.5% | -4%
COc1ccccc1OCC(=O)NCCc1nc2ccccc2[nH]1 | -8% | 7% | 5 | -8 | -6 | 7 | 2 | -0.2% | -6%
Clc1ccc(OCc2nnnn2-c2ccccc2)cc1 | 2% | -1% | -4 | 0 | 8 | 14 | 1 | 0.0% | -3%
Cc1cccc2cc(CNCc3ccccc3)c(Cl)nc12 | -1% | -18% | -5 | -13 | 0 | -20 | 1 | 0.0% | -1%
CC(C)NC(=O)C(=O)NCCN1CCN(C(=O)c2ccc(C(C)(C)C)cc2)CC1 | -11% | 0% | -14 | 11 | 0 | -10 | -1 | -0.4% | -2%
COC(=O)c1cccc(Nc2c(-c3ccc(O)cc3)nc3nc[nH]n23)c1 | 0% | 2% | 13 | -13 | -3 | 7 | 4 | 3.0% | -4%
CC1CCCCC1NC(=O)CSc1nc2ccccc2[nH]1 (configuration not stated) | 0% | -2% | -1 | 4 | 8 | 37* | 1 | 2.6% | 2%
COc1cccc(OCc2nnc(-c3cccs3)o2)c1 | x | x | -32* | x | 2 | -9 | 2 | 1.3% | x
CN(CC(=O)Nc1ccc(N2CCOCC2)cc1)C(=O)c1cn(-c2ccccc2)nc1-c1ccccc1 | 0% | -2% | 6 | 3 | -7 | 8 | 0 | -0.6% | -2%
O=C(NCC1CCCO1)Nc1ccc2c(c1)OCO2 (configuration not stated) | -5% | -11% | 5 | 2 | -5 | 11 | 1 | 0.1% | 4%
CSc1nc(O)c(C(c2ccc(C)cc2)c2c(O)nc(SC)[nH]c2=O)c(=O)[nH]1 | 3% | -6% | -8 | 13 | -11 | -1 | 3 | -0.1% | -3%
CN(C(=O)C1CCCN(c2ncnc3c2nc2n3CCCCC2)C1)c1ccccc1F (configuration not stated) | 2% | 3% | -9 | -19 | -1 | 1 | 3 | 1.2% | 4%
c1ccc(Nc2nc(N3CCNCC3)nc(N3CCOCC3)n2)cc1 | 3% | -2% | -6 | -1 | -7 | -16 | 6 | 0.9% | -6%
CCN(CC)S(=O)(=O)c1cc(NS(=O)(=O)c2cccc(C(=O)O)c2)ccc1C | 9% | -6% | 40 | 4 | 0 | 0 | 2 | 2.1% | -5%
CCN1C(=O)CC(N2CCN(c3ccc(OC)cc3)CC2)C1=O (configuration not stated) | 1% | 5% | -1 | 4 | 0 | x | 0 | -0.4% | -1%

Whole records from above. Order of screens: Vif-A3G inh, Vif-APOBEC3F blk, D1 antag, RXFP1 antag, D1 potentiator, D2 PAM, D1 ag, RXFP1 ag, GRP78 ERSR act
CCCCCCN(C(=O)CCCCCN1C(=O)NC(c2ccc(C3CCCCC3)cc2)C(C(=O)OCc2ccccc2)=C1C)C(C(=O)NCCCC)c1ccc(OCC(=O)OC)c(C(=O)OC)c1 (configuration not stated) is listed with x, x, 9, x, 2, -5, 14, 0.3%, x
COc1ccccc1OCC(=O)NCCc1nc2ccccc2[nH]1 is listed with -8%, 7%, 5, -8, -6, 7, 2, -0.2%, -6%
O=C(NCC1CCCO1)Nc1ccc2c(c1)OCO2 (configuration not stated) is listed with -5%, -11%, 5, 2, -5, 11, 1, 0.1%, 4%
CSc1nc(O)c(C(c2ccc(C)cc2)c2c(O)nc(SC)[nH]c2=O)c(=O)[nH]1 is listed with 3%, -6%, -8, 13, -11, -1, 3, -0.1%, -3%

Continuation:
SMILES | Vif-A3G inh | Vif-APOBEC3F blk | D1 antag | RXFP1 antag | D1 potentiator | D2 PAM | D1 ag | RXFP1 ag | GRP78 ERSR act
COc1cc(C(=O)OCC(=O)Nc2cccc(S(=O)(=O)N3CCCC3)c2)ccc1OCC(C)C | -5% | 1% | -24 | -6 | -10 | -4 | 4 | 0.9% | 2%
Cc1ccc(S(=O)(=O)Nc2cccc(-c3ccc(N4CCCCCC4)nn3)c2)cc1C | 3% | 7% | 42 | 12 | 0 | 5 | 0 | 1.8% | 4%
COc1cccc(CNC(=O)c2ccc(CS(=O)Cc3ccccc3Cl)o2)c1 (configuration not stated) | -3% | -1% | x | 3 | x | x | x | x | -2%
Cc1cccc(NC(=O)c2cccc(S(=O)(=O)N3CCCC3)c2)n1 | -2% | -1% | 4 | -4 | 1 | 19 | 3 | 0.4% | -1%
O=C1OCC/C1=C\c1ccccc1O | 0% | -5% | 0 | -4 | -2 | 2 | 1 | 0.3% | -6%
CC(=O)c1ccc(NC(=O)Cn2cnc(S(=O)(=O)N3CCC(C)CC3)c2)cc1 | 6% | 3% | 5 | -3 | -2 | -3 | 2 | 4.2% | -2%
Cc1c(C(=O)OCC(C)C)[nH]c2c1C(=O)CC(c1cccs1)C2 (configuration not stated) | u | -5% | -5 | -9 | -6 | 3 | 3 | 0.7% | -2%
COc1ccc(OC)c(C2N=C(N)Nc3nc4ccccc4n32)c1 (configuration not stated) | -34% | 6% | 2 | x | 1 | -8 | 0 | -4.4% | -1%
COc1ccc(C(=O)NCc2cccnc2)cc1 | 0% | 6% | 58 | 18 | -1 | 2 | 2 | -3.8% | -7%
N=c1oc2cc(O)ccc2cc1C(=O)Nc1nc2ccccc2s1 | -22% | u | 7 | 3 | -10 | -9 | 6 | 4.4% | 3%
CC(C)Oc1ccc(/C(O)=C2/C(=O)C(=O)N(CCN(C)C)C2c2cccs2)cc1 (configuration not stated) | -1% | 0% | 3 | -4 | -1 | -20 | 1 | 3.0% | 2%
Cc1cc(-c2ccccc2)nc2c(Br)c(C(=O)O)nn12 | 1% | 8% | x | -4 | x | x | x | x | 1%
Nc1nc2n(c1C(=O)c1ccccc1)CCC2 | -1% | 3% | -11 | 8 | -7 | 8 | 1 | 0.1% | -6%
Cc1ccc(S(=O)(=O)c2c(C)cc(C)nc2Cl)cc1 | 0% | 3% | 6 | x | -5 | 11 | 2 | -1.2% | -5%
Cn1c(N)c(C(=O)COC(=O)Cc2ccc(Cl)cc2Cl)c(=O)n(C)c1=O | -1% | -2% | -9 | -1 | -7 | -6 | 6 | 0.0% | -4%
COc1ccc(CCN2C(=O)CC(N3CCN(c4ccccn4)CC3)C2=O)cc1OC (configuration not stated) | 0% | 4% | -13 | 2 | -6 | -10 | 0 | 1.2% | -2%
Cc1ccc(N2CC(O)Cn3c2nc2c3c(=O)[nH]c(=O)n2C)cc1 (configuration not stated) | -9% | u | 5 | -2 | -5 | 7 | 2 | 0.4% | 0%
CCN(CC)CCn1c2c(c(SCC(=O)Nc3nc(C)cs3)nc1=O)CCCC2 | 2% | 3% | -4 | -1 | 6 | 7 | 3 | -3.0% | -4%
CSc1cccc(NC(=O)C2CCCN(S(=O)(=O)c3ccc(F)cc3)C2)c1 (configuration not stated) | 2% | -18% | -3 | 0 | 0 | 16 | 3 | 14% | -6%
O=C(CSc1nnc(-c2ccccc2)o1)N1CCN(c2ccccc2)CC1 | 1% | -8% | -4 | 10 | -2 | x | 2 | 0.0% | -1%
NC(=O)c1ccc[n+](CC(=O)c2ccc(F)cc2)c1 | 1% | 0% | -4 | 8 | -4 | x | 4 | 2.6% | -5%
O=C(COc1ccccc1Br)NCc1ccccn1 | 1% | -13% | -11 | -8 | 1 | 2 | 2 | 1.4% | 13%
CC(C)[C@@H]1NC(=O)c2cc([N+](=O)[O-])cc(I)c2NCCC[C@@H](C(=O)NC(CC(=O)O)C(N)=O)NC(=O)[C@H](CO)NC1=O (some centres not stated) | 0% | -2% | -9 | x | -4 | -2 | -1 | 0.1% | -5%
CC(=O)Nc1ccc(S(=O)(=O)N2CCN(C(=O)N3CCCCCC3)CC2)cc1 | -4% | 0% | -11 | -4 | -4 | -4 | 1 | 1.9% | -4%

These rows are one share of the data (hit frequency here may not be typical).
